Bioassay records from PubChem BioAssay.
INS promoter inh: TRM-6 insulin promoter activity inhibition. TRM-6 cells (human fetal islet line), insulin promoter-eGFP reporter, imaging; reporter expression induced with tamoxifen. inhibition, % at 2 µM. hit rate 0.9% among 130,000. AID 1273;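 active = inhibition above the mean plus 3 SD, with well images judged a real hit on visual review, cut at about 60% in these data, passing the limit was not always enough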
sdo1 growth: restores growth of sdo1-depleted yeast | AID 817 | z-score at 10 µM | S. cerevisiae sdo1-depleted JHY4D growth rescue, OD600 30 h; hits give high values; pdr5 snq2 efflux-pump mutant strain | hit rate 0.21% among 140,000;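 active = z-score above 3 at both the 24 hr and the 30 hr optical density reads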;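 also: z-score against mean and SD of all compound wells on the same plate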
sdo1 growth Rescue 24 h: also measured in sdo1 growth; calls as there; z-score; S. cerevisiae sdo1-depleted JHY4D growth rescue, OD600; measured here: growth rescue at 24 h;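 0 is the plate mean of compound wells and units are plate SD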
* hit, by the source's call; i = inactive; . = no result given; [ ] = remark or other dose.

SMILES	INS promoter inh	sdo1 growth	sdo1 growth Rescue 24 h
C/C(=N\Nc1ccccn1)c1ccc(S(=O)(=O)NCc2ccco2)cc1	-3.3	-1.03	-0.78
CCN(CC)C(=O)N1CCN(S(=O)(=O)c2ccccc2)CC1	26.7	.	.
O=C(CSc1nnc(-c2c[nH]c3ccccc23)o1)N1c2ccccc2CCc2ccccc21	.	-0.46	-0.54
Cc1cc(C)nc(NC(=O)CSc2nc3cc(Cl)ccc3s2)n1	43.3	-0.73	0.8
COc1cccc(-n2c(SCC(=O)N3CCOCC3)nnc2-c2c[nH]c3ccccc23)c1	.	0.5	-0.81
Cc1ccccc1N(C(=O)Cc1ccsc1)C(C(=O)NC1CCCCC1)c1ccc(F)cc1 (stereo not given)	-18.2	-0.94	0.25
CCN(CCO)Cc1csc2c(Br)cccc12	.	0.76	0.66
COc1ccc(OC)c(-c2cc(C(=O)N3CCN(c4ccccc4)CC3)no2)c1	.	-0.52	-0.11
N#Cc1c(N)nc(-c2ccccc2)nc1-c1ccccc1	.	-1.72	-1.08
COC(=O)CSc1nc(NC#N)nc(NC(C)C)n1	41.7	0.54	0.17

Overlap with the part before: 4 compounds; new compounds follow.
SMILES	INS promoter inh	sdo1 growth	sdo1 growth Rescue 24 h
CCN(CCO)Cc1csc2c(Br)cccc12	.	0.76	0.66
COc1ccc(OC)c(-c2cc(C(=O)N3CCN(c4ccccc4)CC3)no2)c1	.	-0.52	-0.11
N#Cc1c(N)nc(-c2ccccc2)nc1-c1ccccc1	.	-1.72	-1.08
COC(=O)CSc1nc(NC#N)nc(NC(C)C)n1	41.7	0.54	0.17
CC(C)OC(=O)c1nnc(Cc2ccc(F)cc2)o1	.	1.76	1.55
c1ccc(-c2cn(-c3ccccc3)c3ncnc(NCCCN4CCOCC4)c23)cc1	-8.3	.	.
CCc1nnc(NC(=O)C(NC(=O)c2ccccc2Cl)C(C)C)s1 (stereo not given)	0.0	.	.
N#CCCNc1c(Cl)cc(Cl)cc1C(=O)O	42.9	1.22	0.29
CN1CCN(Cc2ccc(-c3ccc(Cl)cc3)o2)CC1	20.0	1.03	0.55
CC(C)CNC(=S)N1CCC(NC(=O)C23CC4CC(CC(C4)C2)C3)CC1	-305.4	-0.07	0.46
O=S(=O)(c1ccc2ccccc2c1)N1CCC(c2nc(-c3ccncc3)no2)CC1	31.2	0.06	0.46
O=C(N/N=C/c1coc2ccccc2c1=O)c1cc2ccccc2o1	21.4	1.04	0.99
CCOC(=O)C1CCN(C(=O)C2CCN(c3nc4ccc(OC)cc4s3)CC2)CC1	.	0.61	-0.53
CCOC(=O)CNC(=O)C(=O)c1c(O)[nH]c2ccccc12	28.9	0.38	0.47
Cc1ccc(S(=O)(=O)c2nc(-c3ccc(F)cc3)oc2SCC(N)=O)cc1	-50.0	-0.65	-0.27
Cc1cc(C)n(-c2ccc(C(=O)O)cc2)n1	-8.3	0.99	0.83
Cc1cc(C)n(CC(O)COc2ccccc2C(=O)Nc2ccccc2)n1 (stereo not given)	.	-0.51	-0.29
O=C(Nc1ccccc1)c1ccc(CSc2ncccn2)cc1	20.0	-0.24	-0.83
CN(C)c1oc(-c2cccs2)nc1C#N	.	0.21	0.26
COc1ccc(/C=N/NC(=O)c2ccc(COc3ccccc3Cl)o2)cc1	.	-1.97	-0.88
Fc1cccc(F)c1CSc1nc2ccccc2[nH]1	75.3*	-1.35	-1.37
CCc1cccc(C)c1NC(=O)C1C2CCC(O2)C1C(=O)O (stereo not given)	-100.0	0.82	-0.32
O=C(C(NS(=O)(=O)c1cccc2nsnc12)c1ccccc1)N1CCN(c2ccccn2)CC1 (stereo not given)	-85.7	1.4	1.55
COC(=O)c1ccc(OCC(=O)c2ccccc2OC)cc1	73.3	-1.2	-1.03
Nc1nc(CN2CCN(c3ccccc3F)CC2)nc(Nc2ccccc2)n1	12.1	-1.45	-1.24
O=C(Nc1ccc(Cl)cc1)OCCn1nnnc1C(c1ccccc1)N1CCOCC1 (stereo not given)	-88.6	0.91	0.89
O=C(/C=C/c1cccs1)N1CCN(c2ccccc2)CC1	-57.9	.	.
CCOc1cccc(-n2nnnc2-c2ccc(OC)cc2)c1	-200.0	-0.56	-0.97
[N-]=[N+]=CC(=O)C(Cc1ccccc1)N1C(=O)c2ccccc2C1=O (stereo not given)	10.3	-0.37	-0.4
C/C(=N\OCC(=O)Nc1ccc(OC(F)(F)F)cc1)c1ccc2c(c1)OCCO2	-40.0	-1.2	-0.4
C(=N/Nc1nc(-c2ccccc2)cc(-c2ccccc2)n1)/c1cccnc1	.	-0.88	-0.24
CCOC(=O)C(C)Sc1ncnc2nc[nH]c12 (stereo not given)	i	0.64	0.13
CC1=C(C(N)=O)C(c2cccs2)n2nc(-c3cccc(C)c3)nc2N1 (stereo not given)	.	0.21	-0.72
CC1(C)CC(=O)c2cnc3nc4ccccc4n3c2C1	76.2*	.	.
C=CCn1c(SCC(=O)NCc2ccc3c(c2)OCO3)nnc1-c1cccnc1	76.5*	.	.
O=C(COC(=O)/C=C/c1cn(-c2ccccc2)nc1-c1cccnc1)Nc1ccc(Cl)cc1Cl	.	-1.31	-0.79
O=C(CSc1nnc(CNc2ccccc2)o1)N1CCc2ccccc21	-14.3	0.11	-0.06
Cn1c(SC/C=C/c2ccccc2)nnc1-c1cccs1	-24.1	-1.31	-0.84
CCOC(=O)C(NC(C)=O)(OCc1ccccc1)C(F)(F)F (stereo not given)	-14.3	0.11	0.69
Cc1cc(C)nc(NN2C(=O)/C(=C/c3ccc(O)cc3)SC2=S)n1	.	-0.7	-0.37
COc1cccc(NS(=O)(=O)c2ccc3[nH]cc(C(=O)NC4CC4)c(=O)c3c2)c1	-225.6	-0.25	-1.15
Cc1ccc(NC(=O)c2cccc(S(C)(=O)=O)c2)cc1	0.0	.	.
COc1ccc(C(CNC(=O)c2ccc(S(=O)(=O)N3CCOCC3)cc2)N2CCCCC2)cc1 (stereo not given)	.	-0.48	-0.09
COc1ccc(N2CCN(C(=O)CCc3ccc(S(=O)(=O)NC(C)C)cc3)CC2)cc1	31.2	-0.5	-1.53
Cc1ccc(-c2c(C#N)c(N)n(-c3ccc(C)cc3)c(=O)c2C#N)cc1	-20.0	0.59	0.15
N=C1/C(=C\c2ccc(-c3cccc(Cl)c3)o2)C(=O)N=C2SC=C(c3ccccc3)N12	.	0.01	1.14
O=c1[nH]c2c(s1)C(c1ccc(O)cc1)C1C3CCC(C3)C1S2 (stereo not given)	.	0.3	0.32
Cc1ccc(-c2cc(C(=O)NCc3ccco3)c3ccccc3n2)o1	31.2	-1.19	-1.68
CCOn1c(-n2nc(C)cc2C)nc2ccccc2c1=O	-27.0	-0.04	-0.34
Cc1onc(-c2c(F)cccc2Cl)c1C(=O)N1CCN(S(C)(=O)=O)CC1	0.0	1.75	3.5
CCOC(=O)c1ccc(NC(=O)Cn2nnc(-c3ccccc3F)n2)cc1	-11.1	-1.08	-1.2
COc1ccc(-c2noc(C3CCCN(C(=O)Nc4ccccc4)C3)n2)cc1 (stereo not given)	6.2	.	.
COc1cc(NS(=O)(=O)c2ccc(OC)c(C)c2C)c(OC)cc1Cl	-226.7	-0.34	0.48
Cc1ccc(NC(=O)CC2C(=O)N(Cc3ccccc3)C(=S)N2NC(=O)c2ccccc2)c(C)c1 (stereo not given)	.	-0.52	0.01
Next records
SMILES	INS promoter inh	sdo1 growth	sdo1 growth Rescue 24 h
O=C(c1ccc(N2C(=O)CCC2=O)cc1)N1CCOCC1	-12.1	0.45	0.43
Cc1cccc(-n2c3nc(=O)[nH]c(=O)c-3cc3c(C)nn(-c4ccccc4)c32)c1	62.5*	0.75	0.06
CN1CCN(C(=S)Nc2cc([N+](=O)[O-])ccc2Cl)CC1	14.8	0.64	0.32
COc1ccc(N(C)C(=O)c2ccc3snnc3c2)cc1	.	0.67	0
N#CCCn1c(SCC(=O)Nc2ccc(N3CCOCC3)cc2)nc2ccccc21	-7.9	-0.13	-0.9
CSc1nnc(C)c(=O)n1COC(=O)COc1ccc(Cl)cc1Cl	-8.3	.	.
CCCCN(CCCC)S(=O)(=O)c1ccc(NC(=O)CN2CCOCC2)cc1	-5.7	-0.24	-0.47
Cn1c(=O)c2c(nc(SCCNS(=O)(=O)c3ccccc3)n2C)n(C)c1=O	.	0.91	1.45
Cc1cc(N2C(=O)c3ccc(C(=O)NCc4ccccc4)cc3C2=O)no1	.	0.29[12.6 µM]	-0.07
CC(=O)c1cccc(NC(=O)c2cc(Cl)sc2Cl)c1	.	-0.84	-1.64
O=C1N(CC(=O)N2CCc3ccccc32)CCN1Cc1ccc(Cl)cc1	-7.1	-0.72	-0.63
COc1cc2c(cc1NC(=O)CSc1nnc(Cc3cccs3)n1Cc1ccco1)oc1ccccc12	.	-0.6	-0.34
O=C1N=c2ccccc2=C1c1c(O)n(-c2cccc(F)c2)[nH]c1=O	-1.3	-0.36	-0.44
Cc1nn(Cc2ccc(C(=O)N3c4ccc(F)cc4CCC3C)o2)c(C)c1Br (stereo not given)	.	-1.25	-0.1
Cc1ccc(-c2[nH]c3ccccc3c2SCCNC(=O)c2cc3ccccc3oc2=O)cc1	14.3	-0.34	0.25
CCOCCCNC(=O)c1ccc(N(C)S(=O)(=O)c2ccc(OC)cc2)cc1	-92.9	0.8	0.99
COc1ccc(C(=O)NCC2CCCO2)cc1 (stereo not given)	35.7	-0.56	-1.83
CCCS(=O)(=O)c1c(S(=O)(=O)CCC)c2c(C)cccn2c1C(N)=O	.	-0.42	-0.82
CCOc1ccc(CCNC(=O)c2[nH]c(C)c(C(C)=O)c2CC)cc1OCC	-33.3	.	.
Cc1ccc(NC2=C(Cl)C(=O)OC2OC(=O)c2ccco2)c(C)c1 (stereo not given)	66.7	0.08	0.56

For reference, part of the list above:
SMILES	INS promoter inh	sdo1 growth	sdo1 growth Rescue 24 h
O=C1N(CC(=O)N2CCc3ccccc32)CCN1Cc1ccc(Cl)cc1	-7.1	-0.72	-0.63
COc1cc2c(cc1NC(=O)CSc1nnc(Cc3cccs3)n1Cc1ccco1)oc1ccccc12	.	-0.6	-0.34
O=C1N=c2ccccc2=C1c1c(O)n(-c2cccc(F)c2)[nH]c1=O	-1.3	-0.36	-0.44

The listing continues.
SMILES	INS promoter inh	sdo1 growth	sdo1 growth Rescue 24 h
Cc1cc(NC(=O)CSc2ncn(-c3ccccc3)n2)no1	-2.9	0.51	0.76
Cc1ccc(S(=O)(=O)NC2OC(=O)C(Cl)=C2Cl)cc1 (stereo not given)	-11.5	0.4	0
NS(=O)(=O)c1ccc(CCNC(=S)Nc2ccccc2)cc1	6.2	0.31	-0.29
Cc1nnc(-c2ccccc2)c(=O)n1/N=C/c1c(O)ccc2ccccc12	.	0.3	-0.56
CC(=O)O/N=C(/c1nonc1N)N1CCN(c2ccc([N+](=O)[O-])cc2Cl)CC1	-7.7	-2.35	-1.56
CCn1c(CSc2nnc(-c3ccncc3)n2CCOC)nc2cc(C(=O)O)ccc21	-146.2	.	.
CC(O)C(NS(=O)(=O)c1ccc(Cl)cc1)C(=O)OCC(=O)Nc1cccnc1Cl (stereo not given)	14.3	0.55	-0.22
C=CCNC(=S)NNC(=O)COc1ccc(Br)cc1	-20.0	-0.19	-0.06
Cn1c(=O)oc2cc(S(=O)(=O)N3CCC(C(=O)NCc4ccc(F)cc4)CC3)ccc21	.	1.72	1.55
Cc1nnc(SCC(=O)NCc2ccco2)n1-c1ccc(F)cc1	18.9	0.92	0.48
CC(C)NC(=O)COC(=O)c1ccccc1C(=O)c1ccccc1	-18.2	.	.
Cc1ccc(C2=NNC(C(O)C(O)C(O)C(C)O)S2)cc1 (stereo not given)	50.7	-0.06	-0.77
COc1ccc(COc2cc(-c3cccc(OC)c3)nc3ccc(NC(=O)c4ccc(N(C)C)cc4)cc23)cc1	40.0	-0.71	-0.34
CC1=C(C(N)=O)C(c2ccc(C)o2)C(C(N)=O)=C(C)N1	-5.6	-0.21	-1.04
CCN(c1ccccc1)S(=O)(=O)c1cc(C(=O)Nc2ccc(F)c(F)c2)ccc1F	.	-1.22	-1.15
CCSc1nnc(CCNC(=O)OC(C)(C)C)o1	-17.2	0.47	1.63
Cc1cc(-c2n[nH]c(=S)o2)c(C)n1-c1ccccc1	2.9	-0.81	-0.72
CCOCCCNC(=O)Cc1ccc(OC)c(OC)c1	53.9	0.59	-0.07
COC(=O)c1ccc(COc2ccc(-c3nn[nH]n3)cc2)cc1	.	0.89	-0.05
CC1(C)Cc2ccccc2-c2nnc(-c3ccc(O)cc3)n21	.	0.54	0.08
Cc1ccc(C)c(NC(=O)COC(=O)CNC(=O)c2ccccc2Cl)c1	0.0	.	.
Cn1nnnc1SCCNCc1ccccc1OCc1ccc(Cl)cc1	-9.1	-0.87	-1.14
COc1ccc(C(=O)NCC(c2cccnc2)N2CCN(c3ccccc3)CC2)cc1OC (stereo not given)	-70.0	0.66	0.12
CC(C)N1CCC(N2CCN(C/C=C/c3ccccc3)CC2CCO)CC1 (stereo not given)	-25.0	.	.
C/C(=N\NC(=O)CSCc1ccc(Cl)cc1)c1ccc2c(c1)OCCO2	40.5	-0.4	-0.05
C=CCn1c(COc2ccccc2)nnc1SCC(=O)O	.	-0.39	-0.77
NC(=O)Cn1cc(C(=O)c2cccs2)c2ccccc21	39.1	0.36	-0.32
O=C(CCN1C(=O)c2ccccc2C1=O)C1=NN[C@@H]2C(=O)N(c3ccc(F)cc3)C(=O)[C@H]12	-44.8	0.12	-0.42
Cc1ccc(C2(c3ccc(C)cc3)NC(=O)N(Cc3c(C)noc3C)C2=O)cc1	.	-1.19	-0.18
CCC(C)[C@H](NC(=O)NCc1cccs1)C(=O)OC (stereo not given in full)	38.5	-0.01	-0.24
